Rac1 act GTP bind: GTP binding modulators of activated mutant Rac1, primary screen, biochemical, bead-based flow cytometry, multiplex, fluorescent GTP; GST-Rac1 activated beads; actives lie on both sides; 100% means binding = to untreated wells; percent activity (GTP binding), % at 10 µM; 0.11% of 190,000 active; Ras-related C3 botulinum toxin substrate 1 (Homo sapiens), P63000;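 active = GTP binding at least 20 percentage points away from the 100% baseline, in either direction, so actives lie on both sides; inconclusive = Compound likely fluorescent itself, or too few beads counted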
Avidin fluor: green autofluorescence of compounds with avidin beads – biophysical, 488/530 nm, flow cytometry, artefact control, profiling panel. fluorescence (KMESF) at 10 µM. 0.38% of 220,000 active. AID 1775, 2009. compound fluorescence 488/530 nm; stronger effect = higher value; in the data active = fluorescence above about 47; also: inactives centre near 10
Pf gametocyte: late stage P. falciparum gametocyte viability inhibitors, primary screen, ATP luminescence, HTS | P. falciparum stage V gametocytes, 24 h | 0.065% of 150,000 active | inhibition, % at 10.9 µM | AID 743093, 2013;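 active = inhibition above the mean plus 3 SD of compounds within the control limits, set per campaign, cut at about 38% in these data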;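 also: 0% = DMSO wells and 100% = medium only without gametocytes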
Rab7 wt GTP bind: modulators of GTP binding to Rab7, primary screen, biochemical, wildtype, multiplex bead flow cytometry; Rab7 GTPase wild type (dog), Bodipy-FL-GTP binding; GST-Rab7 beads, fluorescent GTP binding; actives lie on both sides; untreated = 100%, excess cold GTP = 0%; GTP binding activity (percent of control), % at 10 µM; 0.055% of 190,000 active; AID 758, 2007;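 active = fluorescent GTP binding to Rab7 beads changed by at least 20 points from the 100% baseline, either direction, mostly lower; inconclusive = compound itself probably fluorescent, or too few beads counted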;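 also: median green fluorescence of bound Bodipy-FL-GTP per Rab7 bead population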
ABCB1 block: ABCB1 efflux pump inhibitors, primary screen, cell-based, multiplex, flow cytometry, ABCG2 counter-screen; CCRF-Adr cells, JC-1 efflux; inhibition, % at 6.6 µM; 0.067% of 190,000 active; AID 1326, 2008; in the data active = inhibition above about 40%;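 also: 0% = vehicle and 100% = reference inhibitor; higher value means more JC-1 retained so stronger ABCB1 efflux block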
HRas wt GTP bind: modulators of GTP binding to HRas wildtype, primary screen, biochemical, bead-based flow cytometry, multiplex | GTP binding activity, % at 10 µM | AID 759, 2007 | 0.14% of 190,000 active | GST-Ras wt beads, Bodipy-FL-GTP binding; actives lie on both sides | GTPase HRas (Homo sapiens), P01112;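 active = GTP binding activity at least 20% away from the 100% baseline, either lowered as inhibitor or raised as activator; inconclusive = flagged as likely green fluorescent, judged across all proteins in the well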;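 also: 0% = unlabeled GTP competition control and 100% = no-compound control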
Target sequence (P01112 whole entry, looked up): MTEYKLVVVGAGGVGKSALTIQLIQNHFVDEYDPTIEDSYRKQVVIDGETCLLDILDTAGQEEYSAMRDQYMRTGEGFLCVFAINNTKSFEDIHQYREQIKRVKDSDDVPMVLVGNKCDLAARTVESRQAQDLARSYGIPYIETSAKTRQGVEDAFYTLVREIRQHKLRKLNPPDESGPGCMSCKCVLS
ABCG2 block: ABCG2 efflux pump inhibitors, primary screen, multiplex with ABCB1, IgMXP3 cells, flow cytometry; Broad substrate specificity ATP-binding cassette transporter ABCG2 (Homo sapiens), Q9UNQ0; JC-1 efflux; inhibition, % at 6.6 µM; 0.1% of 190,000 active;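 active = inhibition above 80%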;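 also: 0% = DMSO and 100% = nicardipine control wells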
Target sequence (Q9UNQ0 whole entry, looked up): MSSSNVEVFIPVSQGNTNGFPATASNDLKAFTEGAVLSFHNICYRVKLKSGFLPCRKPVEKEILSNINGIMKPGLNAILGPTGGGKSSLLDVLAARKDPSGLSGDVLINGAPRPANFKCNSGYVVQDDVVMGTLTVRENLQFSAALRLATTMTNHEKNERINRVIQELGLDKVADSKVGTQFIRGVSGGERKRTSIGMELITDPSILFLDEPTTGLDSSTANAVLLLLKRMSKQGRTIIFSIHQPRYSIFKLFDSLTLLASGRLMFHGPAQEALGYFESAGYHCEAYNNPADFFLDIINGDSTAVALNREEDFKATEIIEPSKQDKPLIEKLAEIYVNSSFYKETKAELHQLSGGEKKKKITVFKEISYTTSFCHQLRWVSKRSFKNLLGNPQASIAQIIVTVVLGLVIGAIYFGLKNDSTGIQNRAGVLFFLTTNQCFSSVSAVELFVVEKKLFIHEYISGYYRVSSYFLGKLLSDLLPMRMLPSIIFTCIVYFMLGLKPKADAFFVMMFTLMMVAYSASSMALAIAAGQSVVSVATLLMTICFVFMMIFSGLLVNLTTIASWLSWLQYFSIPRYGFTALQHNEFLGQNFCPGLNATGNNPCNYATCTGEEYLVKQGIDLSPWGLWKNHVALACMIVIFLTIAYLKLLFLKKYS
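Times: 10 min at 25 °C | Test system: Two drug-resistant human cell lines, ABCG2 and ABCB1 | Quantity: 3 million cells/mL final, two lines in 1:1 ratio | Signal: Flow cytometry, 530 nm JC-1 signal | Dosing: Compound at 6.6 µM | Controls: Nicardipine and DMSO wells | Reagent: JC-1 as fluorescent efflux pump substrate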
Cdc42 wt: modulators of GTP binding to wildtype Cdc42, primary screen, biochemical, multiplex bead flow cytometry, Bodipy-GTP; Cell division control protein 42 homolog (Homo sapiens), P60953; GST-Cdc42 beads; actives lie on both sides; percent activity (GTP binding), % at 10 µM; 0.2% of 190,000 active;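 active = percent activity GTP binding at least 20 points away from the 100% baseline, either down as inhibitor or up as activator; inconclusive = compound flagged as likely green fluorescent from well-wide comparison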;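 also: median bead fluorescence of bound Bodipy-FL-GTP at 100 nM; 0% = excess unlabeled GTP control and 100% = no compound control; below 100% means less GTP binding so inhibitor and above means activator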
Rab2 wt GTP: modulators of GTP binding to Rab2A wildtype, primary screen, biochemical, dog, bead-based flow cytometry, multiplex; GTP binding activity, % at 10 µM; 0.19% of 190,000 active; Ras-related protein Rab-2A (Canis lupus familiaris), P61105; GST-Rab2 wt beads, Bodipy-GTP binding;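 active = GTP binding activity at least 20 points away from 100%, either lowered or raised; inconclusive = signal likely due to the compound's own green fluorescence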;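 also: 0% = beads with excess unlabeled GTP and 100% = no-compound control corrected for plate trend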
GSH bead fluor: compound fluorescence on glutathione beads, profiling panel, artefact control, biophysical, 488/530 nm, flow cytometry | GSH beads flow cytometry, compound fluorescence 488/530 nm; stronger effect = higher value | fluorescence (KMESF) at 10 µM | 0.25% of 190,000 active; in the data active = fluorescence above about 89;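 also: glutathione beads carrying GST-tagged Bcl family fusion proteins plus one bare bead set; values are compound well signal with DMSO vehicle wells as background; inactives centre near 16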
Rac1 wt modul: wildtype Rac1 GTP binding modulators, primary screen, biochemical, GST-Rac1 beads, flow cytometry, multiplex; Ras-related C3 botulinum toxin substrate 1 (Homo sapiens), P63000; fluorescent GTP binding; actives lie on both sides; 0 = cold GTP competed, 100 = untreated; GTP binding activity (% of control), % at 10 µM; 0.27% of 190,000 active; AID 757, 2007;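 active = GTP binding activity at least 20 points away from the 100% control level, either lower or higher; inconclusive = compound flagged as likely green fluorescent, judged across all proteins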
Numbers without * were called inactive; ? = inconclusive; · = no result given.

SMILES	Rac1 act GTP bind	Avidin fluor	Pf gametocyte	Rab7 wt GTP bind	ABCB1 block	HRas wt GTP bind	ABCG2 block	Cdc42 wt	Rab2 wt GTP	GSH bead fluor	Rac1 wt modul
Cc1c(C2CC(=O)N(c3ccccc3)C2=O)[nH]n(-c2ccccc2)c1=O (stereo not drawn)	99	6	·	101	-0.1	99	2	99	99	13	105
CN(C)C(=O)c1ccc(-n2cnc3ccccc3c2=O)cc1	96	10	·	105	0.5	98	2	102	101	15	103
CN(C)/C=N/c1cnc(C(=O)c2ccc(Cl)cc2)n1C	98	17	0	95	0.9	99	12	102	100	29	101
CCNc1nc(NC(C)C)nc(Oc2ccc(=O)n(C)n2)n1	99	6	-2	102	0.4	97	2	96	96	21	100
CC1=NS(=O)(=O)c2cc(Cl)ccc2N1	101	10	·	95	0.2	100	6	106	101	22	103
O=c1cc(NCc2ccco2)c2ccccc2o1	93	13	·	95	-0.1	95	3	94	96	35	90
Nc1nc(SCC(=O)NC2CCCc3ccccc32)n[nH]1 (stereo not drawn)	97	13	-4	103	0.5	98	4	98	96	70	103
O=C(c1ccc(COc2ccccc2[N+](=O)[O-])o1)N1CCCCCC1	97	7	7	99	1.2	98	17	98	99	54	98
Cn1nc(C(F)(F)F)c(C(=O)Nc2cccc(Cl)c2)c1Cl	?	22	·	?	0.3	?	3	?	?	15	?
C=CCn1c(O)c(C(CC)=NCc2cccnc2)c(=O)[nH]c1=O	99	20	15	102	0.1	101	4	101	103	12	104
Cc1ccc2c(c1)c(CC(=O)Nc1ccc(F)cc1)c(C(=O)O)n2C	95	6	-72	94	0.3	95	1	95	95	37	98
O=C(Nc1ncc2c(n1)-c1ccccc1OC2)c1ccc(Cl)cc1	96	8	4	99	0.2	99	11	95	98	16	97
Cc1noc(C)c1C(=O)N1CCN(C(=O)c2sc3cc(Cl)ccc3c2Cl)CC1	97	4	·	102	1.0	99	4	100	99	31	99
O=C(NNC(=O)C1CCN(Cc2cccc(F)c2)CC1)c1cccc(Cl)c1	97	6	-31	96	-0.1	99	0	101	98	55	99
CCOc1ccc(S(=O)(=O)N2CCc3cc(OC)c(OC)cc3C2)cc1	98	6	-10	98	2.4	100	11	102	99	25	104
COc1ccc2cc3cc(C(=O)NCc4cccnc4)oc3nc2c1	93	22	5	102	1.6	95	8	95	94	8	95
COc1ccc2c(c1)cc1n2CCN=C1NN	100	7	-34	101	0.1	100	3	99	101	10	105
O=C(NCc1ccccc1)c1ccc(COCC(F)(F)F)o1	99	14	·	99	-1.7	100	5	103	98	35	105
Cc1cc(/C=N\NC(=O)CC(=O)NC2CCCCC2)c(C)n1-c1ccc(Cl)cc1	88	11	·	91	0.8	93	7	94	90	38	89
COc1ccccc1NC(=O)c1nnn(Cc2ccccc2)c1NC(=O)C(F)(F)F	97	7	19	99	0.1	99	1	99	99	14	101
Cc1ccc(Cl)cc1N1CCN(C(=O)COc2ccc3c(c2)CCC3)CC1	96	8	9	98	0.6	99	3	100	97	11	102
Cc1cc(C)n(-c2cc(N3CCN(S(=O)(=O)c4ccc(Cl)cc4)CC3)ccc2[N+](=O)[O-])n1	102	3	26	103	2.7	101	6	100	98	8	103
CCN1CCc2nc(NC(=O)c3cc(F)c(F)cc3Cl)sc2C1	95	13	17	99	0.0	96	0	93	96	62	93
Cn1cc([N+](=O)[O-])c(C(=O)NNC(=O)c2ccc([N+](=O)[O-])cc2Cl)n1	92	9	-8	103	0.0	95	1	94	98	15	95
CCOC(=O)c1ccccc1NC(=O)Cn1cnc2c(oc3ccccc32)c1=O	101	35	-30	98	0.6	101	1	103	100	12	101
CCn1c(C)nc2cc(S(N)(=O)=O)ccc21	98	14	11	97	0.1	97	0	99	97	12	103
CNC(=O)c1nnn(Cc2ccccc2)c1NC(=O)C(F)(F)F	95	9	-4	102	0.5	101	2	97	100	14	97
CCOc1ccc(-n2c(-c3ccc(OC)cc3)c[n+]3c2CCCCC3)cc1	102	11	2	99	0.7	101	5	107	101	9	104
O=C(O)CSc1ccc(Oc2ccc(SCC(=O)O)cc2)cc1	91	23	5	99	0.8	95	2	94	95	13	94
COc1ccc(CCCc2n[nH]c(=S)o2)cc1	95	13	-3	105	0.1	96	3	94	99	9	98
Cc1ccc(Cn2nnnc2CN2CCC(O)(c3ccccc3F)CC2)cc1	102	33	-26	100	0.8	103	2	105	101	21	110
O=C(O)CNC(=S)N(Cc1ccc(F)cc1)C1CCCCC1	91	10	1	97	-0.7	92	-2	89	93	9	92
O=C(Nc1ccc(CN2CCOCC2)cc1)c1ccc(-c2cc(Cl)ccc2Cl)o1	96	35	10	100	-0.4	99	-1	100	100	18	102
Cc1ccc(S(=O)(=O)N2CCN(Cc3nc4sc5c(c4c(=O)[nH]3)CCCC5)CC2)cc1	97	5	-1	100	0.1	97	1	94	96	13	99
CC1CCN(C(=O)C(C)c2ccc([N+](=O)[O-])cc2)CC1 (stereo not drawn)	98	11	7	96	0.4	96	1	97	97	17	100
Cc1c(NC(=O)CCC(=O)N2CCCCC2)c(=O)n(-c2ccccc2)n1C	99	7	7	96	-0.1	98	0	100	99	60	97
CC(Oc1ccc(Cl)cc1Cl)C(=O)N(Cc1ccco1)C1CCS(=O)(=O)C1 (stereo not drawn)	98	10	·	100	1.6	101	3	100	100	50	100
Cn1c(SCC(=O)Nc2ccc(N3CCOCC3)c(Cl)c2)nnc1C(O)c1ccccc1 (stereo not drawn)	100	17	·	98	-0.2	100	-1	99	100	23	96
Cn1c(=O)[nH]c(=O)c2c1nc(N1CCCCC1)n2CCCSc1nc2ccccc2s1	101	4	-46	100	2.4	101	3	100	100	20	101
COc1ccccc1C(=O)NC(C)C(c1cccs1)N1CCN(C)CC1 (stereo not drawn)	102	8	·	93	-0.2	102	3	103	100	69	101

Another view of part of the listing above:
| canonical_smiles | Rac1 act GTP bind | Avidin fluor | Pf gametocyte | Rab7 wt GTP bind | ABCB1 block | HRas wt GTP bind | ABCG2 block | Cdc42 wt | Rab2 wt GTP | GSH bead fluor | Rac1 wt modul |
| --- | --- | --- | --- | --- | --- | --- | --- | --- | --- | --- | --- |
| Cc1c(C2CC(=O)N(c3ccccc3)C2=O)[nH]n(-c2ccccc2)c1=O (stereo not drawn) | 99 | 6 | · | 101 | -0.1 | 99 | 2 | 99 | 99 | 13 | 105 |
| CN(C)C(=O)c1ccc(-n2cnc3ccccc3c2=O)cc1 | 96 | 10 | · | 105 | 0.5 | 98 | 2 | 102 | 101 | 15 | 103 |
| CN(C)/C=N/c1cnc(C(=O)c2ccc(Cl)cc2)n1C | 98 | 17 | 0 | 95 | 0.9 | 99 | 12 | 102 | 100 | 29 | 101 |
| CCNc1nc(NC(C)C)nc(Oc2ccc(=O)n(C)n2)n1 | 99 | 6 | -2 | 102 | 0.4 | 97 | 2 | 96 | 96 | 21 | 100 |
| CC1=NS(=O)(=O)c2cc(Cl)ccc2N1 | 101 | 10 | · | 95 | 0.2 | 100 | 6 | 106 | 101 | 22 | 103 |
| O=c1cc(NCc2ccco2)c2ccccc2o1 | 93 | 13 | · | 95 | -0.1 | 95 | 3 | 94 | 96 | 35 | 90 |
| Nc1nc(SCC(=O)NC2CCCc3ccccc32)n[nH]1 (stereo not drawn) | 97 | 13 | -4 | 103 | 0.5 | 98 | 4 | 98 | 96 | 70 | 103 |
| O=C(c1ccc(COc2ccccc2[N+](=O)[O-])o1)N1CCCCCC1 | 97 | 7 | 7 | 99 | 1.2 | 98 | 17 | 98 | 99 | 54 | 98 |
| Cn1nc(C(F)(F)F)c(C(=O)Nc2cccc(Cl)c2)c1Cl | ? | 22 | · | ? | 0.3 | ? | 3 | ? | ? | 15 | ? |
| C=CCn1c(O)c(C(CC)=NCc2cccnc2)c(=O)[nH]c1=O | 99 | 20 | 15 | 102 | 0.1 | 101 | 4 | 101 | 103 | 12 | 104 |
| Cc1ccc2c(c1)c(CC(=O)Nc1ccc(F)cc1)c(C(=O)O)n2C | 95 | 6 | -72 | 94 | 0.3 | 95 | 1 | 95 | 95 | 37 | 98 |
| O=C(Nc1ncc2c(n1)-c1ccccc1OC2)c1ccc(Cl)cc1 | 96 | 8 | 4 | 99 | 0.2 | 99 | 11 | 95 | 98 | 16 | 97 |
| Cc1noc(C)c1C(=O)N1CCN(C(=O)c2sc3cc(Cl)ccc3c2Cl)CC1 | 97 | 4 | · | 102 | 1.0 | 99 | 4 | 100 | 99 | 31 | 99 |

From PubChem BioAssay
